Bioassay records from PubChem BioAssay.
TNAP inh noacc = inhibitors of human TNAP without phosphate acceptor | P05186 | purified TNAP, CDP-star luminescence, 30 min | inhibition, % at 20 µM | 0.26% of 200,000 active | AID 1012;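 active = tissue-nonspecific alkaline phosphatase inhibition above about 50% at 20 µM in the single-dose screen, limit read from the data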;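 note: 0% = DMSO negative control and 100% = EDTA positive control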
Target sequence (P05186 whole entry, looked up): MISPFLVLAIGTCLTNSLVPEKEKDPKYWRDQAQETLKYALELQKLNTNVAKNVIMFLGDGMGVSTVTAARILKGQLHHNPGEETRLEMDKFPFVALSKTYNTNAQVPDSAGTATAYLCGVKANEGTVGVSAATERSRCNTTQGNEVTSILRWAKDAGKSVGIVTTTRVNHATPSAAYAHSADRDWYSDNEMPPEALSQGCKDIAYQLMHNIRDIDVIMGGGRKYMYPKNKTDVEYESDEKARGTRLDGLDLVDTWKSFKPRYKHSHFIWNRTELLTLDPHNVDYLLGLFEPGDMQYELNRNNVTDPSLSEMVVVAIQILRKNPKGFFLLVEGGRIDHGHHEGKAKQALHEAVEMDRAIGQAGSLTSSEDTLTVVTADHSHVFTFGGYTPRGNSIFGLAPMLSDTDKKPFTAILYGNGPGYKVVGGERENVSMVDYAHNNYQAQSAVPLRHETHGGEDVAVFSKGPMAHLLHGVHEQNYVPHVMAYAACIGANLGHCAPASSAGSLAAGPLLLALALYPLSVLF
RAM network inh = yeast RAM network inhibition; S. cerevisiae dse1pr::URA3 reporter, 5-FOA growth OD615, 2 d; analog-sensitive cbk1-as2 kinase mutant strain; inhibition, % at 50 µM; 1.8% of 190,000 active;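 active = inhibition above a set limit, 3 SD over mean compound inhibition, cut at about 8.4% in these data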;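 note: 0% = DMSO-only wells with no growth and 100% = 10 µM 1-NA-PP1 full growth; inhibition rescues growth on 5-FOA so higher OD means more RAM inhibition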
TNAP act hi DEA = activators of human TNAP at high phosphate acceptor concentration; P05186; activation factor at 20 µM; 200,000 tested, under 10 active; purified TNAP, CDP-star luminescence, 1 M DEA, 30 min; hits give high values; 0 = EDTA background, 1 = DMSO-only activity;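 active = activation factor at least 2 at 20 µM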
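Test system – human TNAP · Doses – 20 µM single point · Incubation – 30 min, room temperature · Signal – luminescent substrate turnover signal · Read-out basis – activation factor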
bIAP inh = intestinal alkaline phosphatase (bovine) inhibition; purified bovine IAP, CDP-star luminescence, 30 min; AID 1019; inhibition, % at 20 µM; 190,000 tested, under 10 active;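 active = over 50% inhibition of intestinal alkaline phosphatase at 20 µM in the single-dose screen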
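Incubation: 30 min reaction at room temperature / Material: purified bovine intestinal alkaline phosphatase (IAP) enzyme / Input: enzyme at 1/65,000,000 dilution / Dosing: 20 µM single dose / Signal: CDP-star luminescence signal / Reagent: CDP-star chemiluminescent phosphatase substrate, 30 µM final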
bIAP act = intestinal alkaline phosphatase (bovine) activation; purified bovine IAP, CDP-star luminescence, 30 min; hits give high values; fold of DMSO-control signal, blank-subtracted; activation factor at 20 µM; 0.17% of 200,000 active; AID 1016;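 active = activation factor of 2 or more at 20 µM, a signal rise over negative controls twice the positive control's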
FLuc act counter = affects firefly luciferase, flagging false hits in luciferase stimulation screens. 200,000 tested, under 10 active. P08659. activation factor at 10 µM. ATPlite luciferase biochemical, luminescence, 10 min; 0 = ATP-free wells, 1 = DMSO control;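 active = luciferase activation factor, scaled between plate controls, of at least 2 with compound at 10 µM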
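System: luciferase plus luciferin reagent, cell-free; medium: PBS as buffer for the ATP substrate; dosing: test compounds dosed from 2 mM stocks in 100% DMSO; timing: 10 min post-reagent at room temperature; measured by: luminescence measurement of luciferase light output; evaluation: luciferase activation, seen as luminescence increase over controls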
TNAP inh hiacc = inhibitors of human TNAP at high phosphate acceptor concentration | P05186 | purified TNAP, CDP-star luminescence, 1 M DEA | inhibition, % at 20 µM | 0.03% of 200,000 active;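 active = over 50% inhibition of tissue-nonspecific alkaline phosphatase at 20 µM in the single-dose screen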;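 note: plate controls were DMSO wells for no effect and EDTA-quenched wells as full inhibition for full effect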
Lmaj promast = inhibitors of Leishmania major promastigote growth; Leishmania major promastigotes, resazurin fluorescence viability; inhibition, % at 10 µM; 9% of 200,000 active; AID 1063; in the data active = inhibition above about 50%;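 note: promastigotes grown with compound for 44 hours at 28 °C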
APP 5UTR inh = APP translation inhibition; SH-SY5Y APP 5'UTR-luciferase reporter, luminescence; inhibition, % at 2 µM; 0.82% of 190,000 active; AID 1285;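 active = inhibition above a set limit, derived from the sample mean plus 3 SD, cut at about 45% in these data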; note: values of inactives mirror those of a sister screen read the other way
FLuc inhib CS = Photinus pyralis luciferase inhibition counter-screen. P08659. ATPLite firefly luciferase biochemical luminescence, 10 min. inhibition, % at 10 µM. 1.5% of 200,000 active;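 active = inhibition above about 50% when tested at 10 µM, limit read from the data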
The depositor's hits bear a star; / = no result given.

Each structure is followed by: TNAP inh noacc	RAM network inh	TNAP act hi DEA	bIAP inh	bIAP act	FLuc act counter	TNAP inh hiacc	Lmaj promast	APP 5UTR inh	FLuc inhib CS
(1) CC(NC(=O)NC12CC3CC(CC(C3)C1)C2)c1ccc2c(c1)OCO2 (stereo not given)
→ -17.0	1.3	1.1	1.2	1	1.1	-7.5	37.0	-19.2	-8.0
(2) COC(=O)CSc1nc2[nH]ncc2c(=O)[nH]1
→ -2.6	1.4	1.1	-6.4	1.1	1.1	-5.2	2.3	-26.2	-7.5
(3) Cn1nccc1C(=O)Oc1ccc(/C=N/NC(=O)c2ccccc2O)cc1
→ 1.7	2.2	1	-2.6	1	0.9	-0.2	-0.6	22.9	12.6
(4) Cc1cc(-c2nnc(SCC(=O)c3ccc4c(c3)OCCO4)o2)no1
→ -17.3	2.9	1	27.6	0.7	1	-0.2	-5.0	-8.0	-3.3
(5) O=C(CN1C(=O)CSC1=O)N1CCc2ccccc2C1
→ -32.3	2.5	1.1	-3.4	1	1	-8.3	-2.9	8.7	-2.6
(6) Nc1c(NCCC2=CCCCC2)c(=O)[nH]c(=O)n1Cc1ccccc1
→ -5.9	1.0	1	-13.0	1.1	1	-3.3	-12.9	4.8	-1.3
(7) CC(C)CC(=O)Nc1ccc(C(=O)NNC(=S)NC(=O)C2CCCCC2)cc1
→ -30.6	8.4*	1.1	10.2	0.9	1.1	-13.1	3.6	7.3	-6.6
(8) Cc1ccc(S(=O)(=O)CCC(=O)NCc2ccc(Cl)cc2)cc1
→ -4.3	0.0	1	/	0.4	1.1	-2.6	-8.1	1.5	-5.8
(9) CC(NC(=S)Nc1ccc(F)cc1)C(c1cccs1)N1CCOCC1 (stereo not given)
→ -6.9	0.9	1.1	8.4	0.9	1.1	-5.9	7.7	-8.5	-5.5
(10) Cc1ccc(NC(=O)CSc2nc(N)c3c4c(sc3n2)CSC(C)(C)C4)cc1
→ -9.0	5.2	1	-7.8	1.1	1.1	-2.8	87.9*	13.3	-5.3
(11) COc1ccccc1N1CCN(c2ncnc3c2oc2ccccc23)CC1
→ -10.7	1.2	1.1	7.6	0.9	1.1	-7.9	13.6	-10.9	-7.7
(12) Nc1cc2c(cc1C(=O)c1ccccc1F)OCCO2
→ -2.2	1.3	1	0.5	1	1.1	0.1	-1.7	-10.5	-5.4
(13) CC(C)(C)C(=O)NC(NC(=S)Nc1sc2c(c1C#N)CCCC2)C(Cl)(Cl)Cl (stereo not given)
→ 15.4	2.5	0.9	27.7	0.7	1	8.9	-1.5	-14.0	2.2
(14) COCCCNC(=O)Cn1c(=O)n(CCCCCC(=O)NCc2ccc3c(c2)OCO3)c(=O)c2sccc21
→ -5.4	0.5	1	-9.6	1.1	1	-4.8	8.5	-4.5	2.9
(15) NC(=O)c1ccc(-c2ccc(Br)cc2)o1
→ -8.4	0.9	1	18.9	0.8	0.9	-2.1	3.6	-15.5	11.2
(16) CCCCC1CC1C(=O)Nc1ccc(OC)c(OC)c1 (stereo not given)
→ -7.1	3.2	1	-5.9	1.1	1	4.6	-10.1	1.4	-1.0
(17) N#CC(C#N)=c1ccc2c(c1)N1C3=C(CCCC3)CC3CCCCC31N=2 (stereo not given)
→ 23.6	7.4	0.8	44.1	0.6	0.8	22.9	99.3*	-15.1	22.9
(18) CCOC(=O)c1nnc(-c2ccccc2)nc1NCc1ccccc1
→ -14.5	4.4	1	4.5	1	1.1	4.9	-3.8	-4.9	-5.4
(19) C[C@H](NC(=O)c1ccccc1Cl)C(=O)OC(C(=O)Nc1cc(C(F)(F)F)ccc1Cl)c1ccccc1 (stereo not given in full)
→ -11.3	1.6	1.1	24.1	0.8	1	-9.8	2.9	4.6	-4.3
(20) O=C(CCn1c(=O)[nH]c2ccsc2c1=O)NCCc1ccc(Cl)cc1
→ 1.8	2.0	1	11.2	0.9	1.1	-1.6	-2.9	7.5	-7.6

Single records (already shown). Order of screens: TNAP inh noacc, RAM network inh, TNAP act hi DEA, bIAP inh, bIAP act, FLuc act counter, TNAP inh hiacc, Lmaj promast, APP 5UTR inh, FLuc inhib CS
`Cn1nccc1C(=O)Oc1ccc(/C=N/NC(=O)c2ccccc2O)cc1` is entered as 1.7, 2.2, 1, -2.6, 1, 0.9, -0.2, -0.6, 22.9, 12.6
`C[C@H](NC(=O)c1ccccc1Cl)C(=O)OC(C(=O)Nc1cc(C(F)(F)F)ccc1Cl)c1ccccc1` (stereo not given in full) is entered as -11.3, 1.6, 1.1, 24.1, 0.8, 1, -9.8, 2.9, 4.6, -4.3

3 compounds out of the list above, ordered by the value under bIAP inh, lowest first:
| entry | SMILES | TNAP inh noacc | RAM network inh | TNAP act hi DEA | bIAP inh | bIAP act | TNAP inh hiacc | APP 5UTR inh |
| --- | --- | --- | --- | --- | --- | --- | --- | --- |
| 16 | CCCCC1CC1C(=O)Nc1ccc(OC)c(OC)c1 (stereo not given) | -7.1 | 3.2 | 1 | -5.9 | 1.1 | 4.6 | 1.4 |
| 11 | COc1ccccc1N1CCN(c2ncnc3c2oc2ccccc23)CC1 | -10.7 | 1.2 | 1.1 | 7.6 | 0.9 | -7.9 | -10.9 |
| 9 | CC(NC(=S)Nc1ccc(F)cc1)C(c1cccs1)N1CCOCC1 (stereo not given) | -6.9 | 0.9 | 1.1 | 8.4 | 0.9 | -5.9 | -8.5 |

Other records follow.
#21 O=C(NCc1ccco1)C(c1ccc(F)cc1)N(CC1CCCO1)C(=O)Cn1nnc2ccccc21 (stereo not given)
#22 COCCNC(=O)CN(Cc1ccc2c(c1)OCO2)C(=O)CCC(=O)Nc1nccs1
#23 c1ccc2sc(NC3=NCN(Cc4ccc5c(c4)OCO5)CN3)nc2c1
#24 O=C(Nc1ncccn1)c1ccc(C(F)(F)F)cc1
#25 O=C(/C=C/c1ccc(Cl)cc1)N1CCN(c2ccc(Cl)cc2[N+](=O)[O-])CC1

Screen / compound no.	21	22	23	24	25
TNAP inh noacc	-1.5	-9.1	-10.7	-8.6	-0.6
RAM network inh	1.8	3.8	1.2	1.5	4.4
TNAP act hi DEA	1	1.1	1.1	1	1
bIAP inh	-0.2	-25.5	4.8	11.8	20.1
bIAP act	1	1.3	1	0.9	0.8
FLuc act counter	1	1.1	1.1	0.9	1
TNAP inh hiacc	3.0	-5.8	-6.8	-1.9	1.9
Lmaj promast	-5.7	-5.1	-0.2	-4.7	-1.3
APP 5UTR inh	8.5	2.5	12.6	-30.6	2.0
FLuc inhib CS	-0.1	-6.1	-7.0	14.7	1.6

#26 CC(C)c1ccccc1NC(=O)c1cnccn1
#27 COc1ccc(C/C(N)=N/OC(=O)c2ccco2)cc1OC
#28 COc1cc2c(cc1NC(=O)COC(=O)C(CCSC)NC(=O)c1ccccc1Cl)oc1ccccc12 (stereo not given)
#29 Cc1nnc(SCC(=O)N/N=C/c2cn(-c3ccccc3)nc2-c2ccc(F)cc2)n1-c1ccccc1
#30 CCC(=O)/C=C1\Sc2ccc(OC)cc2N1CCO

Screen / compound no.	26	27	28	29	30
TNAP inh noacc	-7.3	-7.5	-0.9	-11.6	-12.5
RAM network inh	0.8	0.1	5.6	6.4	0.8
TNAP act hi DEA	1	1	1.1	1	1
bIAP inh	8.0	-10.9	-17.1	14.3	-1.4
bIAP act	0.9	1.1	1.2	0.9	1
FLuc act counter	1	1	1.1	1	1.1
TNAP inh hiacc	-0.1	-4.3	-6.0	-4.7	-3.6
Lmaj promast	-4.3	-5.9	66.7*	-0.8	-4.2
APP 5UTR inh	-10.5	22.0	-38.3	1.9	12.9
FLuc inhib CS	-4.2	-2.2	-6.2	-4.4	-5.1

Copied from the list.
cpd 14 in TNAP act hi DEA → 1
cpd 29 in bIAP act → 0.9
cpd 16 in FLuc act counter → 1
cpd 19 in APP 5UTR inh → 4.6

New compounds follow:
#31 O=C(Oc1cccc2ccccc12)c1ccco1
#32 COc1ccc(N2CCN(Cc3cc(=O)oc4c3ccc3ccccc34)CC2)cc1
#33 c1ccc(COc2ccc(OCCCn3cncn3)cc2)cc1
#34 CC1(C(=O)Nc2ccc3ccccc3c2)CC1(Br)Br (stereo not given)
#35 O=C(CCN1C(=O)COc2ccccc21)NCc1cccnc1

Screen / compound no.	31	32	33	34	35
TNAP inh noacc	-9.2	15.6	-9.3	-7.3	-5.7
RAM network inh	-1.2	/	-0.9	-0.8	1.3
TNAP act hi DEA	1	1	1	1	1
bIAP inh	6.7	2.0	-3.4	-4.3	16.7
bIAP act	0.9	1	1	1	0.8
FLuc act counter	1.1	1.1	0.5	1	1.1
TNAP inh hiacc	-2.7	-2.6	-2.8	-2.8	-2.2
Lmaj promast	8.8	/	-6.4	-1.1	-3.1
APP 5UTR inh	16.6	/	-136.4	-17.9	6.3
FLuc inhib CS	-6.3	-5.7	46.2	-2.5	-10.2

Retrieved by compound from the entries so far (two):
#34 CC1(C(=O)Nc2ccc3ccccc3c2)CC1(Br)Br (stereo not given)
#32 COc1ccc(N2CCN(Cc3cc(=O)oc4c3ccc3ccccc34)CC2)cc1

Screen / compound no.	34	32
TNAP inh noacc	-7.3	15.6
RAM network inh	-0.8	/
TNAP act hi DEA	1	1
bIAP inh	-4.3	2.0
bIAP act	1	1
FLuc act counter	1	1.1
TNAP inh hiacc	-2.8	-2.6
Lmaj promast	-1.1	/
APP 5UTR inh	-17.9	/
FLuc inhib CS	-2.5	-5.7

(more compounds)
#36 COCCN1C(=O)C(O)=C(C(=O)c2cccs2)C1c1ccccc1 (stereo not given)
#37 CCN1CCCC1CNC(=O)c1cn(C)c2ccc(S(=O)(=O)N3CCCCCC3)cc2c1=O (stereo not given)
#38 Cc1ccc(CSCCNC(=O)CCSc2ccccc2)cc1
#39 C/C(CCc1ccccc1)=N\NC(=O)c1ccccc1
#40 CCc1cccc(NC(=O)CCNS(=O)(=O)c2cccc3nonc23)c1

Screen / compound no.	36	37	38	39	40
TNAP inh noacc	5.0	0.9	7.6	-10.0	-1.4
RAM network inh	4.5	0.3	1.2	1.2	-0.5
TNAP act hi DEA	1	1.1	1	1.1	1
bIAP inh	-0.5	0.3	0.9	-11.8	18.6
bIAP act	1	1	1	1.1	0.8
FLuc act counter	1.1	1.1	1	1	1.1
TNAP inh hiacc	1.2	-5.4	-3.7	-5.3	-1.8
Lmaj promast	-4.2	13.3	-3.7	-6.6	-7.8
APP 5UTR inh	-13.1	-15.5	-17.1	-38.3	-10.4
FLuc inhib CS	-5.3	-7.6	-4.3	-2.0	-7.1
